Screening data as filed in PubChem.
KOR beta-arrestin-1: kappa opioid receptor blockers – cell-based, luminescence, uHTS (AID 1778) | inhibition, % at 10 µM; hits with a dose series show IC50 in µM | 290,000 compounds, 0.091% hits | KOR beta-arrestin recruitment, luminescence, antagonist mode; higher % means a stronger effect; further: strong numbers were not always called active
AID2073: disruptors of CaV2.2 binding to Mint1 – biochemical, HTRF (AID 2073); HTRF protein-protein interaction, Mint1-CaV2.2; higher % means a stronger effect; inhibition, % at 20 µM; hits with a dose series show IC50 in µM; 290,000 compounds, 0.19% hits; in the data active means inhibition mostly above about 51%, no sharp cut-off; inconclusive means no clear call, values can overlap the other calls; inactive means mostly below about 53%; further: some results filed as inactive read as strong as hits
M1AAP inhibition: P. falciparum M1AAP inhibitors, biochemical, fluorogenic H-Leu-NHMec substrate, 1536-well (AID 1445); one-dose inhibition, % at 30 µM; IC50 in µM for titrated hits; 220,000 compounds, 0.42% hits; recombinant M1AAP, H-Leu-NHMec fluorogenic kinetic assay; higher % means a stronger effect;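 active means primary inhibition above the hit cutoff, then over 50% inhibition at one or more dose response concentrations, cut at about 23% in these data, passing the limit was not always enough; inconclusive means conflicting primary data, or primary hits not chosen for dose response; inactive means low primary inhibition, or under 50% at every dose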;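 further: plate controls were DMSO full reaction for no effect and no enzyme background for full effect; strong numbers were not always called active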
Dynein transport: dynein cargo transport inhibition; 3617.4 mouse cells, GR-EGFP nuclear translocation imaging; test concentration mostly 20 µM; stimulated with dexamethasone, 1 µM; active compounds read low; z-score, hits read low; 220,000 compounds, 0.47% hits; AID 1381;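 active means plate z-score of nuclear minus cytoplasmic receptor signal below a set negative limit, without overly bright fluorescence or cell loss, cut at about -3.5 in these data, passing the limit was not always enough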;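 further: z-score of nuclear minus cytoplasmic ring GR-EGFP intensity difference per well; some compounds called inactive have numbers as strong as hits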
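Buffer or medium: tet-free medium with charcoal-stripped serum / Also added: dexamethasone agonist, 1.0 µM final, for 30 min / Timing: induction 48 h, compound 1 h, agonist 30 min / Measured by: high-content fluorescence imaging after fixation / Read-out: nuclear-to-cytoplasmic GR-EGFP distribution per well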
HEK293 NOD2/NF-kB: NOD2 signaling inhibitors, cell-based, luminescence, uHTS, HEK293 (AID 1566); 290,000 compounds, 0.63% hits; HEK293 NOD2/NF-kB luciferase reporter, luminescence; higher % means a stronger effect; inhibition, % at 4 µM; hits with a dose series show EC50 in µM; further: many of its hits are not listed in these tables
KOR beta-arrestin-2: kappa opioid receptor activators – cell-based, luminescence, uHTS, primary screen (AID 1777). activation, % at 10 µM, or EC50 in µM where a hit was titrated. KOR beta-arrestin recruitment, luminescence; higher % means a stronger effect. 280,000 compounds, 0.02% hits; in the data active means activation above about 50%, passing the limit was not always enough; further: a part of the inactive calls stands beside numbers as strong as those of hits
GPR55 activation: selective activators of receptor GPR55 – imaging, U2OS cells, beta-arrestin-GFP redistribution, primary screen (AID 1961) | 290,000 compounds, 0.048% hits | activation, % at 10 µM, or EC50 in µM where a hit was titrated | U2OS GPR55 beta-arrestin-GFP redistribution imaging; higher % means a stronger effect;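 active means activation above 40% with more than 50 cells counted in the well; inconclusive means wells holding fewer than 50 cells, flagged as toxic or sparse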;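 further: U2OS osteosarcoma cells stably expressing GPR55 and beta-arrestin-GFP; plate controls were DMSO negative control for no effect and LPI positive control for full effect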
P. falciparum M17LAP: P. falciparum M17LAP inhibitors, primary screen, biochemical, fluorogenic H-Leu-NHMec substrate, 1536-well (AID 1619); 220,000 compounds, 0.38% hits; recombinant M17LAP, H-Leu-NHMec fluorogenic kinetic assay; higher % means a stronger effect; inhibition, % at 30 µM; hits with a dose series show IC50 in µM;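 active means compound inhibiting the enzyme by more than half at any dose during confirmatory dose-response retesting; inconclusive means strong single-dose inhibitors picked by rank but not retested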;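 further: plate controls were full reaction with DMSO carrier for no effect and no enzyme background for full effect; strong numbers were not always called active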
NOD1 NF-kB reporter: inhibition of NOD1-driven NF-kB reporter – cell-based, luminescence, uHTS, primary screen (AID 1578); NOD1-driven NF-kB luciferase reporter cells, luminescence; higher % means a stronger effect; inhibition, % at 4 µM; hits with a dose series show EC50 in µM; 290,000 compounds, 1% hits; in the data active means inhibition mostly above about 36%, no sharp cut-off; inactive means mostly below about 34%;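 further: HEK-293T reporter cells stimulated with the NOD1 agonist gamma-tri-DAP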
Dynein transport cytoplasmic EGFP: recorded beside Dynein transport, whose call it bears; z-score; measured here: cytoplasmic GR-EGFP intensity; active compounds read high
Dynein transport nuclear GR-EGFP: second read-out of Dynein transport, no call of its own (marks repeat the call); z-score; measured here: nuclear GR-EGFP intensity;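 lower value marks the stronger effect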
Dynein transport cell count: second read-out of Dynein transport, no call of its own (marks repeat the call); z-score; measured here: cell count per field
Numbers without * were called inactive; [ ] = remark or other dose. Unless noted, no stated cut-off is given here; in the data, active means inhibition above about 50%; inactive means the rest.

Screening COc1ccc(C2/C(=C(/O)c3ccccc3)C(=O)C(=O)N2c2ncccn2)cc1OC (stereo not drawn) returned KOR beta-arrestin-1 23.9%, AID2073 -5.7%, M1AAP inhibition 4.6%, Dynein transport 0.662, HEK293 NOD2/NF-kB 1.5%, KOR beta-arrestin-2 1.6%, GPR55 activation -0.3%, P. falciparum M17LAP 14.6%, NOD1 NF-kB reporter -17.5%, Dynein transport cytoplasmic EGFP 0.374, Dynein transport nuclear GR-EGFP 1.8 and Dynein transport cell count -1.76.
For Cc1ccc(C)c(CNS(=O)(=O)c2c(C(=O)N3CCCC3)c(C)n(C)c2C)c1 the results were KOR beta-arrestin-1 -19.8%, AID2073 10.3%, HEK293 NOD2/NF-kB 10.3%, KOR beta-arrestin-2 3.1%, GPR55 activation 0.6% and NOD1 NF-kB reporter -20.3%.
`CSc1nsc(SCC(=O)Nc2ccc(Br)cn2)n1` gave KOR beta-arrestin-1 -37.9%, AID2073 -8.5%, M1AAP inhibition 5.5%, Dynein transport 0.901, HEK293 NOD2/NF-kB -105.9%, KOR beta-arrestin-2 0.8%, GPR55 activation 0.0%, P. falciparum M17LAP -5.7%, NOD1 NF-kB reporter -59.5%, Dynein transport cytoplasmic EGFP -0.233, Dynein transport nuclear GR-EGFP 0.754 and Dynein transport cell count 1.
`CCOc1ccc(C2C(C(=O)Nc3ccc(F)cc3)=C(C)Nc3nc(CCCO)nn32)cc1` (stereo not drawn) gave KOR beta-arrestin-1 -4.1%, AID2073 -5.8%, M1AAP inhibition 16.1%, Dynein transport 3.68, HEK293 NOD2/NF-kB 11.3%, KOR beta-arrestin-2 -2.7%, GPR55 activation -0.1%, P. falciparum M17LAP 7.1%, NOD1 NF-kB reporter -17.3%, Dynein transport cytoplasmic EGFP -0.031, Dynein transport nuclear GR-EGFP 2.44 and Dynein transport cell count -1.28.
`COCC(=O)N(Cc1nc2ccccc2c(=O)[nH]1)Cc1cccs1` gave KOR beta-arrestin-1 6.5%, AID2073 -0.3%, M1AAP inhibition -0.4%, Dynein transport 0.135, HEK293 NOD2/NF-kB 10.3%, KOR beta-arrestin-2 -0.6%, GPR55 activation 0.2%, P. falciparum M17LAP -0.3%, NOD1 NF-kB reporter -8.8%, Dynein transport cytoplasmic EGFP -0.227, Dynein transport nuclear GR-EGFP 0.358 and Dynein transport cell count 1.05.
`O=C(/C=C(\O)c1ccccc1)C(=O)NNC(=O)c1ccccc1` gave KOR beta-arrestin-1 3.5%, AID2073 inconclusive, HEK293 NOD2/NF-kB 10.5%, KOR beta-arrestin-2 1.8%, GPR55 activation 0.3% and NOD1 NF-kB reporter 1.8%.
Screening O=C(NCc1ccccn1)C1CCCN(S(=O)(=O)c2cccc3nsnc23)C1 (stereo not drawn) returned KOR beta-arrestin-1 -65.8%, AID2073 -0.6%, M1AAP inhibition 3.8%, Dynein transport -0.666, HEK293 NOD2/NF-kB 7.3%, KOR beta-arrestin-2 3.5%, GPR55 activation -0.1%, P. falciparum M17LAP 14.6%, NOD1 NF-kB reporter 7.8%, Dynein transport cytoplasmic EGFP -0.225, Dynein transport nuclear GR-EGFP -0.0953 and Dynein transport cell count 1.07.
CCC(=O)N(Cc1ccco1)Cc1cc2cccc(C)c2n2nnnc12 was read as KOR beta-arrestin-1 5.7%, AID2073 5.0%, M1AAP inhibition 2.5%, Dynein transport -0.22, HEK293 NOD2/NF-kB 30.3%, KOR beta-arrestin-2 -7.5%, GPR55 activation -0.4%, P. falciparum M17LAP 1.1%, NOD1 NF-kB reporter -19.8%, Dynein transport cytoplasmic EGFP -0.35, Dynein transport nuclear GR-EGFP -0.184 and Dynein transport cell count 1.
For CCOC(=O)c1ccc(N2C(=O)CC(N3CCN(C(=O)c4ccco4)CC3)C2=O)cc1 (stereo not drawn) the results were KOR beta-arrestin-1 -19.9%, AID2073 1.7%, M1AAP inhibition -2.5%, Dynein transport -0.208, HEK293 NOD2/NF-kB 0.0%, KOR beta-arrestin-2 5.2%, GPR55 activation -1.0%, P. falciparum M17LAP -0.2%, NOD1 NF-kB reporter 11.7%, Dynein transport cytoplasmic EGFP -0.0795, Dynein transport nuclear GR-EGFP -0.0673 and Dynein transport cell count 0.148.
Screening COc1ccc(OCC(=O)N/N=C(\C)c2ccc(-n3ccnc3)cc2)cc1 returned KOR beta-arrestin-1 -1.0%, AID2073 4.7%, M1AAP inhibition 1.9%, Dynein transport -0.381, HEK293 NOD2/NF-kB 7.5%, KOR beta-arrestin-2 2.6%, GPR55 activation 0.4%, P. falciparum M17LAP -0.8%, NOD1 NF-kB reporter 31.5%, Dynein transport cytoplasmic EGFP -0.0362, Dynein transport nuclear GR-EGFP -0.228 and Dynein transport cell count 0.269.
Screening CC(C)C(NC(=O)c1ccccc1)C(=O)NCC(c1ccccc1)N(C)C (stereo not drawn) returned KOR beta-arrestin-1 -33.7%, AID2073 15.1%, M1AAP inhibition 2.6%, Dynein transport -1.14, HEK293 NOD2/NF-kB 1.0%, KOR beta-arrestin-2 0.5%, GPR55 activation 0.2%, P. falciparum M17LAP 13.4%, NOD1 NF-kB reporter -35.4%, Dynein transport cytoplasmic EGFP -0.341, Dynein transport nuclear GR-EGFP -0.544 and Dynein transport cell count 1.31.
Screening Cn1nccc1C(=O)Nc1nnc(C2CC2)s1 returned KOR beta-arrestin-1 0.4%, AID2073 -1.3%, HEK293 NOD2/NF-kB 10.7%, KOR beta-arrestin-2 -1.0%, GPR55 activation 0.4% and NOD1 NF-kB reporter 1.5%.
O=C(Cc1ccc(F)cc1)Nc1nnc(SCC(=O)N2CCCCC2)s1 was read as KOR beta-arrestin-1 4.6%, AID2073 -4.0%, M1AAP inhibition -2.1%, Dynein transport -0.273, HEK293 NOD2/NF-kB 17.7%, KOR beta-arrestin-2 -1.1%, GPR55 activation -0.5%, P. falciparum M17LAP -1.6%, NOD1 NF-kB reporter -17.2%, Dynein transport cytoplasmic EGFP -0.315, Dynein transport nuclear GR-EGFP -0.0262 and Dynein transport cell count 0.631.
COc1cc(CC(=O)OCC(=O)Nc2ccc(N3CCOCC3)cc2)cc(OC)c1OC was read as KOR beta-arrestin-1 19.1%, AID2073 0.9%, M1AAP inhibition 10.4%, Dynein transport -0.837, HEK293 NOD2/NF-kB 9.7%, KOR beta-arrestin-2 -1.9%, GPR55 activation 0.2%, P. falciparum M17LAP -4.5%, NOD1 NF-kB reporter -30.9%, Dynein transport cytoplasmic EGFP -0.343, Dynein transport nuclear GR-EGFP -0.338 and Dynein transport cell count 0.883.
`CCCc1[nH]n(-c2ccc(F)cc2)c(=O)c1C=NCC1CCCO1` (stereo not drawn) gave KOR beta-arrestin-1 -8.5%, AID2073 36.5%, M1AAP inhibition 2.1%, Dynein transport -0.441, HEK293 NOD2/NF-kB -0.7%, KOR beta-arrestin-2 -1.4%, GPR55 activation 0.7%, P. falciparum M17LAP 3.4%, NOD1 NF-kB reporter -5.1%, Dynein transport cytoplasmic EGFP -0.285, Dynein transport nuclear GR-EGFP 0.052 and Dynein transport cell count 0.19.
Screening COc1ccc(OC)c(CNC(=O)C2CCN(S(=O)(=O)N3CCCCC3)CC2)c1 returned KOR beta-arrestin-1 14.0%, AID2073 3.3%, HEK293 NOD2/NF-kB 9.5%, KOR beta-arrestin-2 -3.6%, GPR55 activation 0.7% and NOD1 NF-kB reporter -25.1%.
Screening COc1cc(C(=O)NCC(c2ccccc2)N(C)C)ccc1OCC(=O)N1CCOCC1 (stereo not drawn) returned KOR beta-arrestin-1 1.7%, AID2073 3.2%, M1AAP inhibition 0.9%, Dynein transport 1.45, HEK293 NOD2/NF-kB 2.5%, KOR beta-arrestin-2 -4.8%, GPR55 activation -0.2%, P. falciparum M17LAP 14.2%, NOD1 NF-kB reporter -27.1%, Dynein transport cytoplasmic EGFP 0.402, Dynein transport nuclear GR-EGFP 0.824 and Dynein transport cell count -0.106.
`CCOc1cccc2sc(N(CCN(C)C)C(=O)/C=C/c3cccs3)nc12` gave KOR beta-arrestin-1 -35.4%, AID2073 -2.7%, HEK293 NOD2/NF-kB 14.3%, KOR beta-arrestin-2 2.1%, GPR55 activation 0.6% and NOD1 NF-kB reporter -14.1%.
`Clc1ccc(-c2nc3ncccn3c2Cl)cc1` gave KOR beta-arrestin-1 12.0%, AID2073 38.5%, M1AAP inhibition 7.3%, Dynein transport -0.549, HEK293 NOD2/NF-kB 2.4%, KOR beta-arrestin-2 -2.4%, GPR55 activation 0.9%, P. falciparum M17LAP -7.9%, NOD1 NF-kB reporter -4.7%, Dynein transport cytoplasmic EGFP -0.256, Dynein transport nuclear GR-EGFP 0.00523 and Dynein transport cell count 1.26.
CN(C)c1ccc(C(C(=O)NCC2CCCO2)N(C(=O)c2snc(C(N)=O)c2N)c2ccc3c(c2)OCO3)cc1 (stereo not drawn) was read as KOR beta-arrestin-1 -22.3%, AID2073 -6.4%, HEK293 NOD2/NF-kB 3.5%, KOR beta-arrestin-2 2.1%, GPR55 activation -0.2% and NOD1 NF-kB reporter 11.1%.
For O=C(NCCNC1CCC(c2ccccc2)CC1)c1cccs1 (stereo not drawn) the results were KOR beta-arrestin-1 0.8%[20 µM], AID2073 4.2%, M1AAP inhibition 5.6%, Dynein transport -0.12, HEK293 NOD2/NF-kB 16.0%, GPR55 activation -0.1%, P. falciparum M17LAP 0.5%, NOD1 NF-kB reporter -18.9%, Dynein transport cytoplasmic EGFP -0.108, Dynein transport nuclear GR-EGFP -0.12 and Dynein transport cell count -0.793.
Screening Cc1nn(C)cc1C(=O)Nc1ccccc1Br returned KOR beta-arrestin-1 11.4%, AID2073 -0.3%, M1AAP inhibition 3.1%, Dynein transport -0.571, HEK293 NOD2/NF-kB 5.3%, KOR beta-arrestin-2 -0.1%, GPR55 activation 0.1%, P. falciparum M17LAP 14.1%, NOD1 NF-kB reporter -19.3%, Dynein transport cytoplasmic EGFP 0.214, Dynein transport nuclear GR-EGFP -0.469 and Dynein transport cell count 0.671.
`Cn1cc([N+](=O)[O-])c(C(=O)N/N=C/c2cc3c(cc2Br)OCO3)n1` gave KOR beta-arrestin-1 3.4%[20 µM], AID2073 14.5%, M1AAP inhibition 3.7%, Dynein transport -1.46, HEK293 NOD2/NF-kB 7.9%, GPR55 activation -0.1%, P. falciparum M17LAP 5.6%, NOD1 NF-kB reporter -4.4%, Dynein transport cytoplasmic EGFP -0.186, Dynein transport nuclear GR-EGFP -0.631 and Dynein transport cell count 1.62.

This is a subset. The share of hits here may be higher or lower than overall.
